HADH2 inhib: HADH2 (human) dehydrogenase inhibition; recombinant HADH2, NADH fluorescence, beta-hydroxybutyryl-CoA; Potency, µM (highest dose often 57.1 µM), for inactives: at the top dose activity change, negative = inhibition, usual class: inhibitors; 73,000 compounds, 3.4% hits; also: potency is read from the fitted curve at half-maximal effect; % is scaled to controls: 0 for no effect and ±100 for the full control effect; nearly all actives have a fitted effect of over 60% in size; many of its hits are not listed in these tables
Target sequence (Q99714 whole entry, looked up, one chain of several): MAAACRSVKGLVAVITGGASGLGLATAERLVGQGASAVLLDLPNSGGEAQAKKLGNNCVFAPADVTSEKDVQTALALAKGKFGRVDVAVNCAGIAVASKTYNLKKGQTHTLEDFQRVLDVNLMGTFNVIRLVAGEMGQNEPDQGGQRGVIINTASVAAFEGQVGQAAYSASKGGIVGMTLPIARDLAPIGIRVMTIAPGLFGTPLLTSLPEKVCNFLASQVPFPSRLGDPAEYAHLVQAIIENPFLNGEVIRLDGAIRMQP
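Activity measured as NADH fluorescence gain (360/450 nm), taken as the change between first and last reads of a 4-min kinetic run. Conditions: pH 9.0 Tris buffer, 20 nM E. coli-expressed His-tagged enzyme, 1 mM NAD+, 90 uM beta-hydroxybutyryl-CoA; 15-min compound preincubation.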
ALOX15 inhib: 15-hLO (ALOX15) enzyme inhibition; Potency, µM (top dose mostly 57.1 µM), for inactives: at the top dose activity change, negative = inhibition, actives largely listed as inhibitors; AID 887; P16050; purified 15hLO-1, xylenol orange hydroperoxide absorbance; 74,000 compounds, 1.4% hits; also: potency is read from the fitted curve at half-maximal effect; % is scaled to controls: 0 for no effect and ±100 for the full control effect; nearly all actives have a fitted effect of over 55% in size
Target sequence (P16050 whole entry, looked up): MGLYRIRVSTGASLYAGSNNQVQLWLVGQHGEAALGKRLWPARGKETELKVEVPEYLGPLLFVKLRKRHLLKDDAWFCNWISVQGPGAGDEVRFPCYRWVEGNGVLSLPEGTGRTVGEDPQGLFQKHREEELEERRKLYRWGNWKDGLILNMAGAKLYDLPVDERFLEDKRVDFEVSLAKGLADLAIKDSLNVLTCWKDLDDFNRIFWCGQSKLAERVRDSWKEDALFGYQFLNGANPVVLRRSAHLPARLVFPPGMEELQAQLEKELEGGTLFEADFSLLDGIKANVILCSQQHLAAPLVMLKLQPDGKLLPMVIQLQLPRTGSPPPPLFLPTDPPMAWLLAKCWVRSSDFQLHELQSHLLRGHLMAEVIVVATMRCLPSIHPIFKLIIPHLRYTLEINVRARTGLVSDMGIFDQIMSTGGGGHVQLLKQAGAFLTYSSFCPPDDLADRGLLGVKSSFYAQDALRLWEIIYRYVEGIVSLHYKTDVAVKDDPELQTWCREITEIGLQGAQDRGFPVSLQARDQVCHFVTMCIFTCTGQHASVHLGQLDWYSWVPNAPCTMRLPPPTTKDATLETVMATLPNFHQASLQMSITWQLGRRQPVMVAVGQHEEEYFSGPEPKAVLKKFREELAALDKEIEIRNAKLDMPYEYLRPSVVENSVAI
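Purified human 15hLO-1 (40 nM final) in 25 mM Hepes pH 7.5, 0.01% Triton X-100 was preincubated with compound 15 min at room temperature, then reacted 6 min with 50 uM arachidonic acid; hydroperoxide detected by Fe-XO, 573/405 nm absorbance ratio.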
Pol III holo inh: blocks replication by bacterial DNA polymerase III holoenzyme. AID 603. Potency, µM (highest dose often 57.1 µM), for inactives: at the top dose activity change, negative = inhibition. 71,000 compounds, 0.25% hits. reconstituted DNA polymerase III holoenzyme replication, biochemical; also: potency is read from the fitted curve at half-maximal effect; % is scaled to controls: 0 for no effect and ±100 for the full control effect
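Reconstituted *E. coli* holoenzyme (0.35 nM Pol III, 1 nM beta, 154 nM SSB, 2 nM primase) was preincubated with compound for 15 min at RT. Synthesis on 1.4 nM ssM13Gori ran 35 min, then was stopped with PicoGreen/EDTA and read as dsDNA fluorescence.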
Tau fil binding: binders of human tau filaments. P10636. 71,000 compounds, 2% hits. recombinant tau filaments, thioflavin S fluorescence, 15 h; filaments grown with octadecylsulfate alongside compound. Potency, µM (titrated, usually from 57.1 µM), for inactives: at the top dose activity change, negative = inhibition;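 also: potency is read from the fitted curve at half-maximal effect; % is scaled to controls: 0 for no effect and ±100 for the full control effect; actives lower thioflavin S fluorescence by blocking filaments or displacing dye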
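ThS-based fibril read: tau 1 uM final, inducer ODS 30 uM final, 37 C for 15 h, ex 450/em 510 nm.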
Texas Red fluor: compound fluoresces in the Texas Red spectral region; Compound fluorescence, Texas Red channel, 547/618 nm; stronger effect = higher value; max dye-equivalent concentration, M; 59,000 compounds, 0.06% hits; in the data active = max dye-equivalent concentration above about 10 nM; inconclusive = between about 1.1 nM and that limit
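Spectral interference profiling: each compound concentration's relative fluorescence, read with a 547 nm excitation and 618 nm emission filter pair, was normalized to a per-plate Texas Red standard curve.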
ERK AVP inh: blocks ERK signaling stimulated by vasopressin; HEK293-V1b, vasopressin-stimulated pERK AlphaScreen; Potency, µM (titrated, usually from 57.5 µM), without a hit: top-dose activity, negative = inhibition, most hits filed as inhibitors; 72,000 compounds, 0.99% hits; also: potency is read from the fitted curve at half-maximal effect; % is scaled to controls: 0 for no effect and ±100 for the full control effect; nearly all actives have a fitted effect of over 55% in size
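V1b-HEK293 cells; cpd 30 min 37C; 25 nM vasopressin 5 min; lyse 10 min; AlphaScreen beads 5 hr RT. Normalized to DMSO basal and 25 nM vasopressin; AC50 by Hill fit.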
Hsp90 Hop PPI: changes Hsp90-Hop TPR2A binding signal, up or down; AID 595; AlphaScreen TPR2A-His6 binding biotin-Hsp90 C-terminal peptide; Potency, µM (series often up to 57 µM), without a hit: at the highest dose activity change, negative = inhibition; 71,000 compounds, 0.44% hits; active = well fitted curve in either direction with a large enough effect; inconclusive = small, poorly fitted or top-dose-only effect, or another doubt; also: potency is read from the fitted curve at half-maximal effect; % is scaled to controls: 0 for no effect and ±100 for the full control effect; many of its hits are not listed in these tables
HBB splicing: hemoglobin beta splicing modulation. HBB splicing reporter cell assay, activation; EGFP reporter with mutant IVS2-654 intron; response scale: normalised to 500 nM splice-correcting PNA. Potency, µM (titrated, usually from 46.1 µM), for the others: at the top dose activation, hits mostly activators. 65,000 compounds, 0.06% hits. AID 925; also: potency is read from the fitted curve at half-maximal effect; 0% is about no effect
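HeLa cells stably expressing EGFP interrupted by mutant beta-globin intron 2 (IVS2-654), 500/well in 2% FCS. Treated with compound for 2 days at 37C. Splicing correction scored as total well GFP intensity (488 nm excitation, 500-520 nm emission); 500 nM antisense PNA served as control.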
CRE Fsk mod: CRE-bla signaling modulation under forskolin stimulation | Potency, µM (highest dose often 38.2 µM), without a hit: at the top dose activity change, negative = inhibition, actives largely listed as activators | CHO CRE-bla reporter (cAMP response element driving beta-lactamase), forskolin EC10, beta-lactamase ratio | 71,000 compounds, 2.5% hits; active = well fitted activation curve with a large enough effect in the signal ratio, with a control signal flat, not every such curve was filed as active; inconclusive = small, poorly fitted or top-dose-only effect, or effect the other way, or a change in a side signal; the % refers to the signal ratio; also: potency is read from the fitted curve at half-maximal effect; % of control where 0% means no effect
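Beta-lactamase reporter under a cAMP responsive element in CHO cells; compounds tested in titration series against EC10 NKH 477, 3 h at 37 °C. Read-out: CCF4 FRET ratio 460nm/530nm (excitation 405nm) giving %Activity, fitted to AC50.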
Rhodamine autofl: compound fluoresces in the rhodamine spectral region | 59,000 compounds, 0.05% hits | Rhodamine-region fluorescence, 547/598 nm, Tris buffer; stronger effect = higher value | max dye-equivalent concentration, M; in the data active = max dye-equivalent concentration above about 11 nM; inconclusive = between about 1.1 nM and that limit
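Compounds in 100 mM Tris buffer, pH 8.0, were incubated 15 min at room temperature, then read at 547 nm excitation and 598 nm emission. Fluorescence was normalized against a per-plate six-point rhodamine standard curve as dye-equivalent concentration.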
FLuc inh: firefly luciferase inhibition; P08659; purified firefly luciferase, luminescence, 8 min; Potency, µM (highest dose often 57.1 µM), for the others: top-dose activity change, negative = inhibition, usual class: inhibitors; 72,000 compounds, 2.2% hits; also: potency is read from the fitted curve at half-maximal effect; % is scaled to controls: 0 for no effect and ±100 for the full control effect; nearly all actives have a fitted effect of over 40% in size
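Luminescence read-out after 8 min at room temperature; enzyme reaction used luciferin plus 10 uM ATP (linear range) in imidazole buffer pH 7.2 with KCl, MgCl2, Tween 20 and BSA. Each sample was run as a titration.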
The depositor's hits bear a star; i = inactive; ? = inconclusive; · = no result given; [ ] = dose if it differs, or a comment. Unless noted, calls follow the shape of the dose curve; as a rule, active = well fitted curve in the direction sought with a large enough effect; inconclusive = small, poorly fitted or top-dose-only effect, or another doubt; inactive = no such curve, though single readings can be large; an effect the other way counts as inactive or inconclusive. This is a subset, so the mix of outcomes need not match the whole.

SMILES,HADH2 inhib,ALOX15 inhib,Pol III holo inh,Tau fil binding,Texas Red fluor,ERK AVP inh,Hsp90 Hop PPI,HBB splicing,CRE Fsk mod,Rhodamine autofl,FLuc inh
CCOC(=O)C1=C(C)NC(=O)NC1c1ccc(N(C)C)cc1 (stereo not given),?,-3%,-10%,-4%,·,·,-7%,0.1%,3%,·,1%
COC(=O)N1CCC2(CCN(Cc3nccs3)CC2)CC1,-4%,-7%,3%,3%,i,-1%,-3%,0.8%,4%,i,0%[11.4 µM]
Cc1cccc2[nH]c3c(=O)n(CCN4CCNCC4)cnc3c12,-6%,-6%,-6%,0%,i,40%[activator],?,5.1%[0.369 µM],-6%,i,3%
Cn1c(=O)c2c(ncn2CC(=O)Nc2ccccc2Sc2ccccc2)n(C)c1=O,5%,4%,-12%,7%,?,6%,-3%,-0.6%,?,i,1%
COc1ccc(C(C)=O)cc1COC(=O)Cc1n[nH]c(=O)c2ccccc12,0%,1%,-3%,2%,?,-14%,-3%,-1.9%,?,i,0%
OCc1ccccc1CNCc1ccccc1,7%,16%,-5%,-13%,i,6%,-3%,2.0%,7%,i,-1%
O=C(OCC(=O)N1CCN(c2ccccc2)CC1)c1ccc2ncsc2c1,-23%,-22%,-4%,-6%,i,-3%,-9%,-2.0%,?,i,-2%
COc1cccc(N2CCN(Cc3coc4c(Cl)cc(Cl)cc4c3=O)CC2)c1,14%,8%,-1%,?,·,29%,4%,-1.0%[9.22 µM],?,·,-2%
CCCCN(C)C(=O)CCCCn1c(=O)[nH]c2cc(OCC)c(OCC)cc2c1=O,-22%,-6%,-1%,-3%,i,4%,-3%,-1.8%,?,i,3%
Cc1nc(N)nc2ccccc12,20%[11.4 µM],9%[11.4 µM],-3%[11.4 µM],-2%[11.4 µM],i,-12%[11.5 µM],-4%[11 µM],1.0%[9.22 µM],17%[7.6 µM],i,0%[11.4 µM]
COc1ccccc1NC(=O)CSc1nc2ccccc2c(=O)n1CCNC(C)=O,5%,-3%,-4%,4%,i,-16%,-3%,4.4%,?,i,2%
COc1cc2cc(CN(CCN3CCCC3)C(=O)Nc3ccccc3Cl)c(=O)[nH]c2cc1OC,?,-16%,-5%,38%,i,-13%,-6%,0.1%[57.5 µM],-3%,i,1%
O=C(O)CN(CC(=O)O)CC(=O)O,-4%,5%,-1%,-1%,·,-2%,?,0.4%,0%,·,·
O=[N+]([O-])c1ccccc1N=Nc1c(O)[nH]c2ccc(S(=O)(=O)O)cc12,-7%[11.4 µM],-11%[11.4 µM],-22%[11.4 µM],-11%[11.4 µM],i,-21%[11.5 µM],-16%[11 µM],-0.7%[9.22 µM],-4%[7.6 µM],i,?
COc1cc(C(=O)Nc2ccc3c(c2)OCO3)ccc1-n1cnnn1,7%,8%,0%,10%,i,7%,0%,-0.4%[57.5 µM],3%,i,5%
Cc1cc(Br)ccc1OCc1nc(-c2cccnc2)no1,5%,1%,-8%,61%,?,-22%,1%,0.4%,16%,i,-5%
Cc1noc(C)c1CSc1nnc(-c2ccccc2)n1Cc1ccco1,-1%,-1%,-6%,-3%,?,-16%,0%,0.0%[57.5 µM],16%,i,-6%
COCCNC(=O)[C@@]1(C)C=C[C@@H](Cc2ccccc2)N1C(=O)c1ccccc1,10%,-3%,0%,0%,·,-4%,-5%,-0.5%,4%,·,·
Cc1cccc(NC(=O)c2cc(NC(=O)C3CC=CCC3C(=O)O)ccc2N2CCOCC2)c1 (stereo not given),-5%,5%,-1%,-7%,i,-11%,-3%,0.8%,-4%,i,1%
O=C(Cn1cnc2c(nnn2Cc2ccccc2F)c1=O)NCC1CCCO1 (stereo not given),8%,14%,2%,7%,?,-10%,1%,0.1%,0%,i,-4%
Cc1nc2ncnn2c(N2CCCC(C(=O)Nc3ccc4c(c3)CCC4)C2)c1C (stereo not given),2%,-12%,-1%,13%,i,?,-6%,1.7%,3%,i,2%
O=C(OCc1nnc(-c2ccccc2)o1)c1ccc2ccccc2n1,-2%,1%,-1%,-11%,?,-10%,-6%,1.4%,?,i,-3%
Nc1cccc(OCc2nc(N)nc(N)c2-c2ccc(Cl)cc2)c1,5%[11.4 µM],6%[11.4 µM],-10%[11.4 µM],-6%[11.4 µM],i,10%[11.5 µM],-6%[11 µM],-0.5%[9.22 µM],7%[7.6 µM],i,5%[11.4 µM]
COc1cc(C)c(C#N)c(OC)n1,8%,4%,-6%,-4%,i,-16%,-4%,0.3%,3%,i,0%
CS(=O)(=O)N1CCC2(CCN(c3ccncc3)CC2)CC1,3%,3%,-5%,21%,i,-5%,-12%,-0.1%,?,i,0%[11.4 µM]
CCCc1nnc(NC(=O)Cn2c(=O)oc3ccccc32)s1,13µM*,-15%,7%,7%,i,-24%,4%,2.0%,-2%,i,2%
CC12/C(=N/O)C3C4CC5C3/C(=N/O)C1C5C42 (stereo not given),-5%,4%,4%,4%,i,-5%,0%,-0.2%,?,i,1%
O=C(c1ccco1)N1CCC2(CC1)CN(c1ccccn1)C2,-1%,2%,-3%,-8%,i,?,2%,4.1%,-8%,i,-1%[11.4 µM]
CCN(Cc1ccccc1)C(=O)CSc1nc(C)cc(C)c1C#N,-2%,-1%,-9%,18%,·,·,1%,-0.9%,12%,·,1%
COc1cccc(Cn2c(=O)c(-c3cccs3)nc3cnc(Nc4ccccc4)nc32)c1,5%,5%,4%,157%,i,-5%,-3%,3.3%,?,i,-1%[11.4 µM]
O=C(CC(C(=O)N1CCc2ccccc21)n1ccnc1)N1CCc2ccccc2C1 (stereo not given),0%,31%[activator],0%,-8%,i,-10%,-8%,2.3%[57.5 µM],-2%,i,3%
CC(=O)c1c(C)[nH]c(C(=O)NCCN2CCC(C)CC2)c1C,2%,0%,-9%,0%,i,13%,0%,-1.2%,-23%,i,0%
CCc1ccc(OCc2ccc(C(=O)NCc3ccccn3)o2)cc1,-2%,30%[activator],1%,8%,i,8%,-1%,-1.0%,7%,i,-1%
CCc1nnc(NCC(=O)N2CCc3ccccc32)s1,4%,-21%,-7%,?,i,-19%,-13%,-2.3%,?,i,-36%
Nc1nc(-c2cccc(NS(=O)(=O)c3ccccc3)c2)cs1,7%,-16%,-6%,3%,i,-8%,-8%,0.1%,8%,i,1%
CC1CCCCC1NC(=O)Cn1ncc2ccccc21 (stereo not given),0%,11%,2%,-17%,·,-1%,-1%,-0.5%,5%,·,-1%
CC1CCc2c(nc3ncnn3c2N2CCN(c3ccccc3F)CC2)C1 (stereo not given),5%,7%,-2%,4%,i,-18%,-2%,·,-2%,i,-2%
COc1cc(C(Nc2ccccn2)c2ccc3ccc(C)nc3c2O)cc(OC)c1O (stereo not given),?,13µM*,8%,13µM*,i,26%,?,-0.7%,?,i,-15%
COc1ccccc1CC(=N)N1C[C@@H]2C(=O)CCC(c3ccccc3)(c3ccccc3)[C@@H]2C1,30%,-1%[25.6 µM],-9%,?,·,6%,-6%,·,-18%,·,4%
CC(=O)Nc1ccc(NC(C)=O)s1,?,20µM*,-6%,-10%,·,2%,-1%,0.1%,0%,·,-2%
O=C(CSc1ncn(-c2ccccc2)n1)N1CCc2ccccc21,?,?,-1%,31%,i,-13%,-3%,-1.5%,?,i,3%
Cc1ccc(/C(C#N)=C/c2cccc([N+](=O)[O-])c2)cc1,16%[11.4 µM],-6%[11.4 µM],-7%[11.4 µM],-26%[11.4 µM],i,-18%[11.5 µM],-1%[11 µM],2.9%[9.22 µM],5%[7.6 µM],i,-1%[11.4 µM]
O=C(Oc1cccc2cccnc12)c1cccs1,-6%,?,-6%,1%,i,20%,?,·,-5%,i,-5%
